High-throughput results: PubChem, The Scripps Research Institute Molecular Screening Center
TEAD-YAP inh: TEAD-YAP interaction inhibition. HEK-TIYL cells, TEAD-Gal4/YAP UAS-luciferase luminescence. AID 1259422. actives 1.4% (n = 640,000). inhibition, % at 9.12 µM; in the data active = inhibition above about 32%;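 also: 0% = median of test compound wells and 100% = reference inhibitor wells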
GPR151 activ: activates the human receptor GPR151; PathHunter beta-arrestin GPR151 cells, luminescence; actives 1% (n = 650,000); Q8TDV0; activation, % at 11.2 µM; in the data active = activation above about 4.9%;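 also: 0% = median of compound wells and 100% = cells with positive control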
Target sequence (Q8TDV0 whole entry, looked up): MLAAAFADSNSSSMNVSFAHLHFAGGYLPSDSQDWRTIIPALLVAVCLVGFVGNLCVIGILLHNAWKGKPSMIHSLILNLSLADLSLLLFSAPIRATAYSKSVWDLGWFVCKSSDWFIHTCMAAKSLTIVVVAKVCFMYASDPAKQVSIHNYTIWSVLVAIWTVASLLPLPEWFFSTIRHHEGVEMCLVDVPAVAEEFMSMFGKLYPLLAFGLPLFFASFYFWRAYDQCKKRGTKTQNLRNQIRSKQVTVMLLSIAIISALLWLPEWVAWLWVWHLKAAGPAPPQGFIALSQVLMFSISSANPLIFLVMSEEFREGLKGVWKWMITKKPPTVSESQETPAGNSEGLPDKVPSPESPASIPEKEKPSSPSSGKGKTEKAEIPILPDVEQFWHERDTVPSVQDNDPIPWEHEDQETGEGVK
MITF inh: inhibitors of human MITF; AID 1259374; inhibition, % at 2.6 µM; AlphaScreen MITF homodimerization, bead proximity signal; actives 0.91% (n = 650,000); in the data active = inhibition above about 50%;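 also: 0% = vehicle wells with protein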
FBW7 activator: human FBW7 E3 ligase activation, primary screen; AlphaScreen FBW7–phospho-cyclin E peptide binding, activator screen; Q969H0; normalized activity (activation), % at 26.1 µM; actives 0.13% (n = 650,000); in the data active = normalized activity above about 1.9%;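 also: purified mutant Fbw7 with reduced substrate affinity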
Target sequence (Q969H0 whole entry, looked up): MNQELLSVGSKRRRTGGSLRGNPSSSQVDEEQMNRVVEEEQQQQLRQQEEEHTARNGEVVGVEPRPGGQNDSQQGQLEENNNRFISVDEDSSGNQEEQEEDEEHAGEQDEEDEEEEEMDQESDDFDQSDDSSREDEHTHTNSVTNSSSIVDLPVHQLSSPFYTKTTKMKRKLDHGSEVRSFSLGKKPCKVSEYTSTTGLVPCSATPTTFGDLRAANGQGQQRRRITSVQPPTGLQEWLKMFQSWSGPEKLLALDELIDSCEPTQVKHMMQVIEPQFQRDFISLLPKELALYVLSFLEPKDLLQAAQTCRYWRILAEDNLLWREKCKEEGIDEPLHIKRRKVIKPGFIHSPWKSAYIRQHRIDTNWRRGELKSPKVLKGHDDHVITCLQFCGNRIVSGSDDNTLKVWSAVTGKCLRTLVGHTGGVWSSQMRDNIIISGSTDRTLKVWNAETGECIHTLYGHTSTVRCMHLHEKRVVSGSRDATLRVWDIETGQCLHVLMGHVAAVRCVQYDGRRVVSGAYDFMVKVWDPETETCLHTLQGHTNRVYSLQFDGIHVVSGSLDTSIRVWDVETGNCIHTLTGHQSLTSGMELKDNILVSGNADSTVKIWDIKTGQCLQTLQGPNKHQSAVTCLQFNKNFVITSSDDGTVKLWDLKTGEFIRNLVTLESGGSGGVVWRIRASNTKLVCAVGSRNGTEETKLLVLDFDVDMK
* = called active by the depositor. Compounds as they come (roughly 3.5% active in at least one column).

SMILES	TEAD-YAP inh	GPR151 activ	MITF inh	FBW7 activator
COc1cccc(S(=O)(=O)N2CCC(c3nc(-c4ccnnc4)no3)CC2)c1	7	2.4	4	-0.1
CC(C)CN1C(=O)/C(=C/c2c(N3CCOCC3)nc3ccccn3c2=O)SC1=S	3	0.1	17	0.1
Cc1ccc2ncc(C#N)c(N3CCC(C(=O)Nc4ccc(F)cc4)CC3)c2c1	1	-0.1	-18	-0.2
COc1ccc(NC(=O)c2ccc(N3CC4CC(C3)c3cccc(=O)n3C4)c(NC(=O)c3ccc(C(C)(C)C)cc3)c2)cc1OC (stereo not drawn)	1	-0.3	-4	0.0
N#Cc1cc2cc3c(cc2nc1SCC(=O)Nc1ccc2c(c1)OCO2)OCO3	15	-0.2	7	0.0
COc1ccc(/C=N/NC2=Nc3cccc4cccc2c34)cc1	-39	-0.7	11	0.0
CSc1ccc(-c2ccc(C(=O)NC3CCC(O)CC3)c(N(C)CCN(C)C)n2)cc1 (stereo not drawn)	-19	-0.2	12	0.1
CC(OC(=O)c1cc(-c2ccc(Cl)cc2)nc2ccccc12)C(N)=O (stereo not drawn)	8	1.6	0	-0.2
CC1CCN(C(=O)CCNS(=O)(=O)c2ccc3[nH]c(=O)ccc3c2)CC1	11	0.9	-5	-0.1
CCN1C(=O)c2ccc(C(=O)Nc3ccccc3C(=O)OC)cc2C1=O	-5	0.5	-6	0.1
COc1ccc(C(=O)Oc2ccc(F)cc2)cc1	-8	-1.1	-6	0.1
Cc1ccc(-n2cc(-c3ccc(Cl)cc3)nc2SCC(=O)Nc2ccc(F)cc2)cc1	-10	-0.5	-7	0.0
Cc1ncn(-c2ccc(Nc3ncc4ccnc(-c5ccccc5)c4n3)cc2)n1	-11	-1.0	7	-0.1
O=C(NCc1ccccc1)C1CC12CCN(C(=O)Cc1cccs1)CC2 (stereo not drawn)	11	-0.4	-16	-0.1
c1ccc(-n2cnc3c(NCc4nc5ccccc5[nH]4)nc(Nc4nccc5ccccc45)nc32)cc1	8	-0.3	10	-0.1
CCc1ccc(CN2CCc3nnc(CNC(=O)CCc4cccnc4)n3CC2)o1	-10	1.8	-2	-0.1
COc1ccc(C)cc1S(=O)(=O)NCC(c1ccc2c(c1)CCN2C)N1CCCCC1 (stereo not drawn)	-1	2.4	8	0.0
COc1ccc(NC(=O)c2c(NC(=O)C(C)Oc3cccc(Cl)c3)sc3c2CCCC3)cc1 (stereo not drawn)	-16	2.0	10	-0.1
COCCn1c(SCc2cc(F)ccc2F)nc2cc(C(=O)OC)ccc2c1=O	4	-0.8	25	0.2
COc1ccc(N2CCN(C(c3ccccc3F)c3nnnn3Cc3ccco3)CC2)cc1 (stereo not drawn)	-3	-0.1	12	-0.1
CCN(CC)CCOCCOc1ccccc1[N+](=O)[O-]	1	-0.1	-16	0.0
CCOc1ccc(N(CN2C(=O)c3ccccc3C2=O)C(=O)c2ccc([N+](=O)[O-])cc2)cc1	8	-0.1	8	0.0
CCOc1ccc(C(=O)N/N=C\c2ccc(OC)c(O)c2)cc1	-14	-0.2	-28	0.0
O=C1CSC(c2cccc([N+](=O)[O-])c2)N1c1ccc2ccccc2c1 (stereo not drawn)	-15	1.2	1	0.0
O=C(Nc1cc(F)cc(F)c1)c1ccc(N2CCOCC2)c([N+](=O)[O-])c1	-20	-0.8	0	-0.1
O=C(Nc1ccc(NC(=O)c2sc3ccccc3c2Cl)cc1)c1ccccc1	8	-0.1	14	0.1
CCOc1ccc(CCNC(=O)C2CC(=O)OC2c2ccc(OC)c(OC)c2)cc1 (stereo not drawn)	8	-1.1	11	0.3
O=C1CC(c2cccc([N+](=O)[O-])c2)C2=C(CCCC2=O)N1 (stereo not drawn)	1	-0.3	19	0.1
O=C(OC1CCCCC1)C1CCCN1S(=O)(=O)c1cccc2nsnc12 (stereo not drawn)	1	-0.9	6	-0.1
COc1ccc(NC(=O)c2nc(S(C)(=O)=O)ncc2Cl)cc1	-20	-1.1	10	0.1
CCC1(C)NC(=O)N(/N=C/c2ccc(SC)cc2)C1=O (stereo not drawn)	-16	0.3	13	0.2
O=Cc1ccc(OC(=O)c2ccccc2[N+](=O)[O-])c(Br)c1	-2	-1.3	-4	0.7
O=C(c1ccco1)N1CCC(n2nc(C3CC3)ccc2=O)CC1	-23	1.4	-5	0.1
O=C(OC1CCc2ccccc2C1=O)c1ccccc1O (stereo not drawn)	11	0.8	10	0.3
Clc1ccc(C2NCCn3cccc32)cc1 (stereo not drawn)	8	-0.5	2	-0.1
CCc1ccc(-n2c(=S)sc3c(=O)n(-c4ccccc4)c(SCC4OCCO4)nc32)cc1	1	2.2	-6	-0.2
CCOC(=O)C1C(c2ccccc2)NC(=S)NC1(O)C(F)(F)F (stereo not drawn)	2	-0.4	-12	-0.2
COC(=O)c1ccccc1NC(=O)c1cnc(N2CCN(c3ccccc3OC)CC2)c2ccccc12	-7	-0.7	3	-0.1
C/C(CCS(=O)(=O)c1cc(Cl)ccc1Cl)=N\NC(N)=S	-1	-1.9	-8	-0.3
CCOC(=O)c1cnc2c(OC)cccc2c1N1CCN(c2ccc([N+](=O)[O-])cc2)CC1	-1	3.1	12	-0.2
CCn1c(COc2ccccc2C(N)=O)nc2ccccc21	-5	1.8	-22	-0.2
CC(C)(C)CC(C)(C)c1ccc(OCC(=O)NNC(=O)C(C)(C)C)cc1	5	1.0	-2	0.0
CCOC(=O)C1=C(CN(CC)c2ccccc2)NC(=O)NC1c1ccccc1 (stereo not drawn)	1	0.2	-1	0.1
CC1(C)CC(=O)C2=C(C1)OC(=O)C2(Nc1ccccc1)C(F)(F)F (stereo not drawn)	0	-0.7	8	0.2
COc1ccc(-c2nnc(SCC(=O)NC(C)(C#N)C(C)C)o2)cc1 (stereo not drawn)	1	0.8	-1	0.0
COc1ccc(OCC(=O)OCc2c(F)cccc2Cl)cc1	-2	-0.9	-5	0.0
CCOC(=O)c1sc(N2C(=O)C(=O)/C(=C(/O)c3ccc(OCC)cc3C)C2c2ccc(OC)cc2)nc1C (stereo not drawn)	2	-2.4	21	0.2
Cc1cccc(N2C(=O)CC(N3CCN(c4cccc(Cl)c4)CC3)C2=O)c1 (stereo not drawn)	-3	-0.5	10	0.2
Cc1onc(-c2ccccc2)c1C(=O)NC(C)(C)C	-5	-0.3	24	1.3
COc1cc(C(=O)NCc2ccc(C(=O)NC3CCCC3)cc2)cc(OC)c1OC	-9	2.6	9	0.1
O=C(CCC1CCN(C(=O)CSc2ccccc2)CC1)NCC1CCCO1 (stereo not drawn)	0	0.1	3	0.0
COc1ccc(C2=NN(S(=O)(=O)c3ccccc3)C(c3ccccc3)C2)cc1OC (stereo not drawn)	-21	1.4	-3	0.2
O=C(N/N=C/c1ccc(F)cc1)c1cc(-c2ccco2)[nH]n1	2	0.4	11	0.1
CCOC(=O)C1=C(C)NC2=C(C(=O)CCC2)C1c1ccc(O)cc1 (stereo not drawn)	-10	-0.9	7	-0.1
COc1ccc(C(=O)N(C)CCC2CCCCO2)cc1OC1CCN(C(C)=O)CC1 (stereo not drawn)	-1	1.1	7	-0.1
Cc1cc(NC(=O)C(C)N(c2ccc(Cl)cc2)S(C)(=O)=O)ccc1Br (stereo not drawn)	-1	6.4*	10	0.1
CC1CC(C)CN(CCCNC(=O)Cn2ncc3c2-c2ccccc2OC3)C1 (stereo not drawn)	5	0.5	-2	0.1
NS(=O)(=O)c1ccc(NC(=O)C(Sc2ccccc2)c2ccccc2)cc1 (stereo not drawn)	9	0.7	8	0.1
COCCN(CCOC)S(=O)(=O)c1ccc(C(=O)Nc2nc(-c3ccc(C)cc3)cs2)cc1	0	1.8	-10	0.0
COc1cc(C2C(C(=O)OCCc3ccccc3)=C(C)NC3=C2C(=O)CC(C)(C)C3)ccc1O (stereo not drawn)	-4	1.3	20	0.1

Ordered by length of the SMILES (largest number first): part of the list above.
SMILES	TEAD-YAP inh	GPR151 activ	MITF inh	FBW7 activator
NS(=O)(=O)c1ccc(NC(=O)C(Sc2ccccc2)c2ccccc2)cc1 (stereo not drawn)	9	0.7	8	0.1
O=C(N/N=C/c1ccc(F)cc1)c1cc(-c2ccco2)[nH]n1	2	0.4	11	0.1
CCn1c(COc2ccccc2C(N)=O)nc2ccccc21	-5	1.8	-22	-0.2

(listing goes on)
SMILES	TEAD-YAP inh	GPR151 activ	MITF inh	FBW7 activator
O=C(CN1Cc2ccccc2C1=O)Nc1ccc2c(c1)OCCO2	-13	-0.6	2	-0.1
CCCCN(CC)S(=O)(=O)c1ccc(C(=O)Nc2sc3c(c2C(=O)OC)CCN(C(C)=O)C3)cc1	6	-1.2	8	0.3
Cc1ccc(OCC(=O)Nc2nnc(C(C)C)s2)c(C(C)(C)C)c1	-11	1.8	13	-0.1
CC(C)c1ccc(N2C(=O)CSC23CCC(C(C)(C)C)CC3)cc1 (stereo not drawn)	-14	-0.8	14	0.1
Cc1ccccc1-c1nsc(SCC(=O)NC2CCCC2)n1	-10	-0.1	-11	0.3
Cn1c(=O)nc2n(-c3ccccc3)c3cc(Cl)ccc3cc-2c1=O	4	0.5	-4	0.1
O=C(NCc1ccco1)c1ccc(N2CCc3ccccc32)c([N+](=O)[O-])c1	-1	-0.1	10	-0.5
COc1ccc(S(=O)(=O)NCC2(c3ccccc3)CCOCC2)cc1Cl	0	0.5	1	-0.1
C[C@@H](O)[C@@H]1NC(=O)[C@H]2CN(C(=O)c3cc(F)ccc3F)CCN2C1=O	2	1.0	12	0.9
CCC(=O)Nc1nnc(S(=O)(=O)N(C)Cc2ccccc2)s1	2	-0.2	-2	0.0
O=C1N[C@@H](CO)C(=O)N2CCN(C(=O)c3ccc(OC(F)(F)F)cc3)C[C@H]12	4	-2.0	14	1.4
CCOc1ccccc1NC(=O)c1ccc(F)c(S(=O)(=O)N2CCN(c3ccccc3OC)CC2)c1	-9	4.9	15	0.8
COc1ccc(OC)c(C2C3=C(Nc4ncnn42)c2ccccc2OC3c2cccs2)c1 (stereo not drawn)	3	-0.2	5	-0.1
Cc1ccc(OCC(=O)N/N=C/c2c(C)cc(O)c(C)c2O)cc1	-9	-0.4	-2	0.0
CCCCNC(=O)c1ccccc1NC(=O)c1ccccc1Br	7	2.5	14	0.9
Cc1ccc(NC(=O)c2noc3c2COc2ccccc2-3)cc1F	-4	-1.0	1	-0.1
COc1ccc(-c2c3c(=O)n(C)c(=O)n(C)c3cn2-c2cc(C)ccc2O)cc1	-10	5.4*	13	-0.1
O=C(O)c1cc(=O)[nH]c2ccc(S(=O)(=O)Nc3ccc(F)cc3)cc12	-6	-0.9	6	-0.1
Cc1ccc(CNCCSc2nnnn2C)s1	6	-1.9	-18	-0.2
Cc1cccc(C2Nc3ccccc3C(=O)N2c2ccccc2)n1 (stereo not drawn)	-4	2.2	-3	0.3
COc1cccc2cc(-c3nnc(-c4ccccc4Cl)o3)c(=O)oc12	6	1.8	0	0.6
O=C1NCCN(CC2CCCCC2)C1CC(=O)N1CCOCC1 (stereo not drawn)	0	0.0	-5	0.0
CCOC(=O)c1ccc(CN2C(=O)SC(Nc3ccccc3C(=O)O)C2=O)cc1 (stereo not drawn)	-4	-0.8	1	0.2
COc1cc(OC)cc(C2c3[nH]c4ccccc4c3CCN2C(C)=O)c1 (stereo not drawn)	8	0.3	1	-0.1
O=C1NC2(CCCCC2)C(=O)N1c1ccccc1Cl	-45	-0.4	8	0.8
Cc1cccc(C(=O)N2CC(C)OC(C)C2)c1[N+](=O)[O-] (stereo not drawn)	5	-0.4	6	0.3
CCCCOC(=O)C1=C(C)NC2=C(C(=O)CC(C)(C)C2)C1c1ccc(OC)c(Br)c1 (stereo not drawn)	5	0.5	-1	0.0
COc1ccc2sc(NC(=O)c3ccc([N+](=O)[O-])cc3)nc2c1	7	1.2	-6	0.0
CC1CCCCC1NC(=O)Cn1c(=O)n(Cc2ccco2)c2ncccc21 (stereo not drawn)	-4	-0.3	-10	-0.1
Cc1cccc(NC(=O)CN2C(=O)N/C(=C/c3cccn3-c3ccccc3F)C2=O)c1	14	-0.9	6	0.8
N#Cc1nc(-c2ccccc2F)oc1NCc1ccco1	-23	-0.9	4	-0.1
COC(=O)C1=C(C)NC(=O)/C1=C\c1cccc(O)c1	-2	-0.9	-4	0.0

In a second layout: results already given.
| Compound | TEAD-YAP inh | GPR151 activ | MITF inh | FBW7 activator |
| --- | --- | --- | --- | --- |
| COc1cccc2cc(-c3nnc(-c4ccccc4Cl)o3)c(=O)oc12 | 6 | 1.8 | 0 | 0.6 |
| O=C1NCCN(CC2CCCCC2)C1CC(=O)N1CCOCC1 (stereo not drawn) | 0 | 0.0 | -5 | 0.0 |
| CCOC(=O)c1ccc(CN2C(=O)SC(Nc3ccccc3C(=O)O)C2=O)cc1 (stereo not drawn) | -4 | -0.8 | 1 | 0.2 |
| COc1cc(OC)cc(C2c3[nH]c4ccccc4c3CCN2C(C)=O)c1 (stereo not drawn) | 8 | 0.3 | 1 | -0.1 |
| O=C1NC2(CCCCC2)C(=O)N1c1ccccc1Cl | -45 | -0.4 | 8 | 0.8 |
| Cc1cccc(C(=O)N2CC(C)OC(C)C2)c1[N+](=O)[O-] (stereo not drawn) | 5 | -0.4 | 6 | 0.3 |
| CCCCOC(=O)C1=C(C)NC2=C(C(=O)CC(C)(C)C2)C1c1ccc(OC)c(Br)c1 (stereo not drawn) | 5 | 0.5 | -1 | 0.0 |
| COc1ccc2sc(NC(=O)c3ccc([N+](=O)[O-])cc3)nc2c1 | 7 | 1.2 | -6 | 0.0 |
| CC1CCCCC1NC(=O)Cn1c(=O)n(Cc2ccco2)c2ncccc21 (stereo not drawn) | -4 | -0.3 | -10 | -0.1 |
| Cc1cccc(NC(=O)CN2C(=O)N/C(=C/c3cccn3-c3ccccc3F)C2=O)c1 | 14 | -0.9 | 6 | 0.8 |
| N#Cc1nc(-c2ccccc2F)oc1NCc1ccco1 | -23 | -0.9 | 4 | -0.1 |
| COC(=O)C1=C(C)NC(=O)/C1=C\c1cccc(O)c1 | -2 | -0.9 | -4 | 0.0 |
